Assay outcomes (PubChem)
Rad51 HR inh: human RAD51 strand exchange inhibitors, primary screen, biochemical, fluorescence. hRad51 DNA strand exchange, fluorescence dequenching. inhibition, % at 10 µM. hit rate 0.085% among 200,000. AID 1385, 2008;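 active means inhibition above 40% at the single screening dose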;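 further: 0% = DMSO control wells and 100% = blanks with heterologous ssDNA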
Target sequence (Q06609 whole entry, looked up): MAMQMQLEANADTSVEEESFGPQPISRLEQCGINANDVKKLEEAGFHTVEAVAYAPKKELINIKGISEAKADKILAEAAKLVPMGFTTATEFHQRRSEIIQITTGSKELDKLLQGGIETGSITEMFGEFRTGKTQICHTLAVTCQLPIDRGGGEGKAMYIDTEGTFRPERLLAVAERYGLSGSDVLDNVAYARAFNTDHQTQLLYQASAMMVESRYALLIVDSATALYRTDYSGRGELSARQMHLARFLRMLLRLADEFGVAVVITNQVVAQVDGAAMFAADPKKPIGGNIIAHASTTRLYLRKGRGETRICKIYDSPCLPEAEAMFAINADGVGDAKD
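Test system: preformed human Rad51 ssDNA filaments; also added: Donor/quencher-labelled 47-bp dsDNA substrate; doses: 10 µM final, single point; times: 37 °C 15-min filament assembly, 30-min compound preincubation, 15-min exchange; detection: FRET fluorescence dequenching, excitation 485 nm, emission 520 nm; read-out basis: Fluorescence-based percent inhibition, control- and blank-normalised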
Calpain2 inh: inhibitors of pig calpain II, primary screen, biochemical, fluorogenic peptide substrate, 1536-well; AID 1236, 2008; purified calpain II, 30 min; inhibition, % at 16 µM; hit rate 0.37% among 220,000;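 active means inhibition above about 50%, limit read from the data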
FXIa inh: human FXIa protease inhibitors, primary screen, biochemical, 1536-well. Coagulation factor XI (Homo sapiens), P03951. purified FXIa, Boc-Glu-Ala-Arg-AMC fluorogenic substrate. inhibition, % at 5 µM. hit rate 0.14% among 220,000. AID 798, 2007;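 active means inhibition of at least 40%; inactive means inhibition below 40%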;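 further: fluorescence of freed AMC excited at 355 nm; 0% = enzyme without compound and 100% = no enzyme blank; many of its hits are not listed in these tables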
Target sequence (P03951 19-387 limits assumed): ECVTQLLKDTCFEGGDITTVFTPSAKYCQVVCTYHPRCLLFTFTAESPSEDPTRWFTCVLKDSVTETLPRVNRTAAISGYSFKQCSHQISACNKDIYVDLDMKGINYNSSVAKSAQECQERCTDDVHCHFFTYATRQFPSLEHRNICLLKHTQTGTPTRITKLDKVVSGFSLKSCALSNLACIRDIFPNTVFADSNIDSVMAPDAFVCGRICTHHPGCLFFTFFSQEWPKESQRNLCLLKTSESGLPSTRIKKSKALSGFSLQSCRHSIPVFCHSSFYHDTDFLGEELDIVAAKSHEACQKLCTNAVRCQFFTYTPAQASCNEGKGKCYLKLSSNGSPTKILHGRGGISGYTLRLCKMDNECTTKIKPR
Target sequence (P03951 388-625 limits assumed): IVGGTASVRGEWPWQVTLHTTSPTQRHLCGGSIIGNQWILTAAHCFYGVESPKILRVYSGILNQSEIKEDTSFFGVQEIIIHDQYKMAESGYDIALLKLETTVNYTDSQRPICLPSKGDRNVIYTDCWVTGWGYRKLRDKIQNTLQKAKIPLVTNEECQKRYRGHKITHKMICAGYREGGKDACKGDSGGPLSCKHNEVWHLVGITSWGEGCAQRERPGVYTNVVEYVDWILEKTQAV
PERK inhibitor: block of dimerizer-induced PERK translation repression, primary screen, PERK inhibitor project, CHO PERK-DD cells, SEAP luminescence, HTS | Eukaryotic translation initiation factor 2-alpha kinase 3 (Homo sapiens), Q9NZJ5 | CHO PERK-DD fusion, SEAP luminescence translation reporter | inhibition, % at 5.6 µM | hit rate 0.17% among 220,000 | AID 1416, 2008;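 active means inhibition above the mean inhibition of all tested compounds plus 3 SD, set separately per screening campaign, cut at about 2.9% in these data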;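 further: PERK kinase domain activated by AP20187 dimerizer at 100 nM; 0% = DMSO with dimerizer and 100% = rapamycin at 8.4 µM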
FXIIa inh 1536: human FXIIa protease inhibitors, primary screen, biochemical, 1536-well | hit rate 0.3% among 220,000 | inhibition, % at 5 µM | purified FXIIa, Boc-QGR-AMC fluorogenic substrate, 2 h | AID 800, 2007 | Coagulation factor XII (Homo sapiens), P00748; in the data active means inhibition above about 40%;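 further: 0% = enzyme with no compound and 100% = blank without enzyme; many of its hits are not listed in these tables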
Furin inh: human furin inhibitors, primary screen, biochemical, fluorescence intensity; purified furin, fluorogenic substrate cleavage; inhibition, % at 30 µM; hit rate 0.061% among 220,000; AID 463115, 2010; in the data active means inhibition above about 25%; further: inactives centre near -15
KCC2 mod: KCC2 cotransporter modulators, thallium flux, primary screen, cell-based, HEK293 KCC2, FluoZin-2 fluorescence, MLSMR | Solute carrier family 12 member 5 (Homo sapiens), Q9H2X9 | KCC2 cells, thallium flux FluoZin-2 fluorescence | B-score of Tl+ flux slope (higher = more flux/activation; lower = inhibition) at 10 µM | hit rate 2.2% among 190,000;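 active means thallium flux slope and its plate-corrected score both differing from the plate sample mean at a set confidence after two filtering rounds, in either direction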;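 further: slope of fluorescence scaled to starting intensity during 10 to 20 s after thallium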
Thrombin inh: human alpha-thrombin inhibitors, primary screen, counter-screen for coagulation protease inhibitor project, biochemical, 1536-well, fluorogenic AMC substrate | Prothrombin (Homo sapiens), P00734 | Boc-VPR-AMC fluorogenic substrate cleavage | inhibition, % at 5 µM | hit rate 0.26% among 220,000 | AID 1046, 2008;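 active means inhibition at or above 40%; inactive means inhibition below 40%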;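 further: 0% = enzyme with no compound and 100% = wells without enzyme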
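signal = AMC fluorescence, 355/460 nm | material = human alpha-thrombin enzyme | control set = enzyme without compound as high, wells lacking enzyme as low | times = reaction at room temperature | read-out basis = percent inhibition scaled between no-compound controls and no-enzyme blanks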
KLK5 inh: human KLK5 protease inhibitors, primary screen, biochemical, 1536-well; recombinant hK5, fluorogenic AMC substrate cleavage; inhibition, % at 5 µM; hit rate 0.59% among 210,000; AID 873, 2007;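 active means inhibition of 40% or more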;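 further: 0% = enzyme controls without compound and 100% = no-enzyme blanks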
* hit, by the source's call; i = inactive; . = no result given; [ ] = another dose, or the depositor's remark. This is a subset. The share of hits here may be higher or lower than overall.

SMILES	Rad51 HR inh	Calpain2 inh	FXIa inh	PERK inhibitor	FXIIa inh 1536	Furin inh	KCC2 mod	Thrombin inh	KLK5 inh
CCCC(=O)NNC(=O)CCC(=O)NCc1ccccc1	.	-17	1	1.5	4	-21[20 µM]	-0.34	-7	-3
O=C(O)C(c1ccccc1)C(c1ccccc1)c1ccccc1 (centres undefined)	0	-29	-5	1.6	0	-23	0.037	-4	-5
COc1cccc(C2C(C(=O)c3sc(C)nc3C)=C(O)C(=O)N2CCN2CCOCC2)c1OC (centres undefined)	-8	20	0	0.8	-3	-6	.	0	3
Cc1cc(N2CCN(C)CC2)nc2ccc(NC(=S)NCCCN3CCc4ccccc4C3)cc12	5	-81	-9	-0.6	3	-9	0.17	-7	-5
Cc1ccc(NC(=O)C2CCCN(C(=O)c3ccc(Cl)cc3)C2)cc1 (centres undefined)	13	6	3	0.5	8	-27	-1.3	6	-2
COC(=O)c1cc2ccccc2c(-c2c(OC)c(C(=O)OC)cc3ccccc23)c1OC	4	-83	4	-0.6	15	-6[20 µM]	0.18	2	-26
CC(=O)N1CCN(c2cccc(C)c2C)CC1	-5	-28	0	0.7	-8	-35	0.41	-11	0
COC(=O)[C@H](CC(C)C)NC(=O)N1CCCCC1	10	-27	-5	0.9	-1	-22	0.11	-4	-1
CCOC(=O)c1cnc(Nc2nc3ccccc3o2)nc1CN1CCN(C)CC1	.	31	-11	-0.5	-8	-28	-1.5	-2	-260
Cc1cnc(C(=O)Nc2nccs2)cn1	12	5	6	0.9	20	-2[20 µM]	-0.25	4	-5
Cc1cc(C)n(-c2ccc(S(=O)(=O)N3CCOCC3)cc2[N+](=O)[O-])n1	.	38	-3	0.0	3	-14	-0.064	-10	-3
O=C(O)CCC(=O)Nc1ccccc1N1CCOCC1	-5	-31	0	1.0	13	-17	0.2	5	3
Cc1ccc(NC(=O)COc2ccc(/C(N)=N/O)cc2)cc1C	.	-12	9	0.0	17	-26	-0.56	1	-9
COC(=O)COc1ccc(S(=O)(=O)N2CCN(c3ccccc3F)CC2)cc1C	1	1	-50	-0.3	14	-6[20 µM]	-1.1	-1	-32
COc1ccc2c(c1)CCCC21SC(NC(C)=O)=NN1C(C)=O (centres undefined)	-6	28	-3	0.0	0	-22	0.34	-4	-3
COc1ccc(NS(=O)(=O)c2ccc(C)c(NC(=O)NC3CCCCC3)c2)cc1	-5	-21	10	0.5	15	-14	0.069	-3	-5
COC(=O)c1ccc(CSc2nc3ccccc3c(=O)n2CC(C)C)o1	-2	21	4	0.3	15	-5[20 µM]	7.6*	4	3
O=[N+]([O-])c1ccc(-n2nnnc2-c2ccccc2)cc1	5	-17	-2	0.7	6	-23	-0.036	-3	-2
C#CCNC(=O)C1=C[C@@H](C2CCCCC2)[C@H](CCCO)[C@@H](OCC)O1	5	7	-2	0.0	4	-14	0.49	-10	-3
O=C1/C(=C/c2cccc(Cl)c2)CSc2sccc21	0	17	0	0.8	8	-10	-1.1	4	-5
COC(=O)C1=C(C)N(CCCC(=O)O)C(=O)NC1c1cccs1 (centres undefined)	6	-10	2	-0.4	8	-13	-0.027	0	-1
CCN1/C(=C/c2sc(-c3ccccc3C)c[n+]2C)Sc2ccccc21	-74	-17	-3	0.3	4	-21	-1.3	8	-14
CCN1C(=O)CC(C(=O)NCCc2ccc(S(N)(=O)=O)cc2)SC1=Nc1ccc(OC)cc1 (centres undefined)	3	4	16	1.6	2	-20	1	2	-13
Cc1cc(NC(=O)CSc2ccc(-c3nc4cc(C)c(C)cc4[nH]3)cn2)no1	3	-117	7	0.9	17	-25	.	4	-7
CC(c1ccccc1)N1C(=O)c2ccccc2C1O (centres undefined)	2	4	-14	0.5	-5	-10	.	-8	19

7 of these compounds in another layout:
Molecule | Rad51 HR inh | Calpain2 inh | FXIa inh | PERK inhibitor | FXIIa inh 1536 | Furin inh | KCC2 mod | Thrombin inh | KLK5 inh
CCOC(=O)c1cnc(Nc2nc3ccccc3o2)nc1CN1CCN(C)CC1 | . | 31 | -11 | -0.5 | -8 | -28 | -1.5 | -2 | -260
CCN1/C(=C/c2sc(-c3ccccc3C)c[n+]2C)Sc2ccccc21 | -74 | -17 | -3 | 0.3 | 4 | -21 | -1.3 | 8 | -14
Cc1ccc(NC(=O)C2CCCN(C(=O)c3ccc(Cl)cc3)C2)cc1 (centres undefined) | 13 | 6 | 3 | 0.5 | 8 | -27 | -1.3 | 6 | -2
Cc1cc(NC(=O)CSc2ccc(-c3nc4cc(C)c(C)cc4[nH]3)cn2)no1 | 3 | -117 | 7 | 0.9 | 17 | -25 | . | 4 | -7
Cc1cc(N2CCN(C)CC2)nc2ccc(NC(=S)NCCCN3CCc4ccccc4C3)cc12 | 5 | -81 | -9 | -0.6 | 3 | -9 | 0.17 | -7 | -5
CC(c1ccccc1)N1C(=O)c2ccccc2C1O (centres undefined) | 2 | 4 | -14 | 0.5 | -5 | -10 | . | -8 | 19
O=C(O)CCC(=O)Nc1ccccc1N1CCOCC1 | -5 | -31 | 0 | 1.0 | 13 | -17 | 0.2 | 5 | 3

New compounds follow.
SMILES	Rad51 HR inh	Calpain2 inh	FXIa inh	PERK inhibitor	FXIIa inh 1536	Furin inh	KCC2 mod	Thrombin inh	KLK5 inh
O=C(OCC(=O)c1ccccc1Br)c1ccncc1	-7	7	2	-0.5	9	-13	-0.65	-10	1
Cc1ccc(C(=O)N[C@H](C(=O)Nc2cc(Cl)cc(Cl)c2)C(C)C)cc1	2	-9	9	1.4	5	-12	0.75	-1	-8
O=C(CNC(=O)Cn1cnc2sc3c(c2c1=O)CCCC3)NCc1ccccn1	-4	5	4	2.6	12	-20	-0.41	-4	-4
CCOc1cc(C(=O)OCC(=O)c2c[nH]c3ccccc23)ccc1OCC(=O)N1CCOCC1	-8	-9	-1	0.2	17	-31[20 µM]	-0.2	2	1
COc1cccc(OC)c1C(=O)Nc1nc2ccc([N+](=O)[O-])cc2s1	-3	30	6	0.6	15	-2	-0.45	3	.
COc1ccc(OC)c(S(=O)(=O)NCCc2csc(-c3cccnc3)n2)c1	.	-18	5	0.4	11	-25	-0.86	0	6
O=C(COC(=O)c1cccnc1Cl)Nc1ccc2c(c1)OCCO2	-32	-1	-3	0.8	2	-32	1.2	2	-1
O=C(Nc1ccccc1)C1C2CCC3C(CCC21)C3(Cl)Cl (centres undefined)	-7	-13	-43	-0.2	13	-7[20 µM]	0.34	2	-28
O=C(N[C@@H](Cc1ccccc1)C(=O)OCC(=O)N1CCOCC1)c1cccs1	5	7	0	-0.5	.	-29	0.056	0	4
CNc1nc(N/N=C/c2cc3c(cc2[N+](=O)[O-])OCO3)nc(Nc2ccccc2)n1	-12	-170	3	-0.3	16	-32	-0.6	10	4
CCCCn1c(N)c(NCC(C)C)c(=O)[nH]c1=O	3	-20	-4	0.2	11	-14	0.6	-11	7
CC(C)c1nnc(NC(=O)CN2C(=O)c3ccccc3C2=O)s1	-5	1	2	0.8	5	-26	.	1	-5
COC(=O)CCN(C1CCCCC1)S(=O)(=O)c1ccc(S(=O)(=O)N2CCCCC2)cc1	1	-44	6	1.0	22	-26	0.45	-6	-14
Cc1nc(NCc2cccnc2)c2c3c(sc2n1)CCCC3	7	4	-6	-0.8	2	-13	0.0033	2	-10
Cc1ccc(NC(=O)c2c(C)noc2-c2snnc2C)cc1	.	-10	1	0.6	9	-21	0.028	-3	2
CNC(=S)Nc1cc(OC)c(NC(=O)c2ccco2)cc1OC	-43	-7	-4	0.8	1	-2	-0.0091	0	-6
CC(SC1=NCCS1)C(=O)Nc1nnc(-c2ccc(F)cc2)s1 (centres undefined)	1	5	3	0.1	11	-39	.	1	1
COc1cc(NC(=O)C(=O)NCCN(C)C)c(OC)cc1Cl	1	-31	-1	0.5	10	-31	-1	-7	9
CC(=O)c1ccc(-c2ccc(C(=O)NC3CCCCCC3)o2)cc1	18	i	-7	0.1	1	-86	-0.61	-10	-11
O=C(NNC(=S)NC(=O)c1cccs1)c1cccnc1	.	-3	-5	1.3	0	-21	0.63	-2	-9
CC(=O)c1sc(C(=O)O)c(-c2ccco2)c1-c1ccco1	10	-1	4	-0.1	7	-12	.	-2	1
O=C(Nc1c(F)cc(F)cc1Br)c1ccco1	10	-25	-6	0.7	9	-16[20 µM]	0.44	-7	0
CCNc1nc(NCC)nc(OCCOC(C)=O)n1	4	-10	9	1.0	13	17[20 µM]	0.81	0	-12
O=[N+]([O-])c1ccccc1S(=O)(=O)NCc1ccco1	4	-20	-4	0.4	4	-20	1.4	2	-7
O=C1/C(=C/c2ccco2)SC(=S)N1c1cccnc1	-17	28	9	1.0	11	-15	0.014	2	-17

Further compounds:
SMILES	Rad51 HR inh	Calpain2 inh	FXIa inh	PERK inhibitor	FXIIa inh 1536	Furin inh	KCC2 mod	Thrombin inh	KLK5 inh
CC(C)=CCC(C)(C)/C=N/NC(N)=O	-2	-16	-1	2.1	6	-31	0.67	-2	-2
COc1cc(/C=N/NC(=O)C2(O)c3ccccc3-c3ccccc32)ccc1O	.	3	6	0.2	8	-25	-0.0044	-4	-25
COC(=O)c1cc(C(=O)OCC(=O)NC2CCS(=O)(=O)C2)cc([N+](=O)[O-])c1 (centres undefined)	-6	-5	-7	1.3	7	-19	0.36	6	-2
O=C(NC(=S)N1CCN(Cc2ccc3c(c2)OCO3)CC1)c1ccc(Cl)cc1	3	-4	-3	-0.3	5	-22	75*	-15	-17
Cc1ccc(-c2csc(N/N=C/c3ccco3)n2)c(C)c1	12	11	22	-0.1	9	-11	-1.2	-8	-10
Cn1c(=O)cc(OCC(=O)N2CCN(c3cccc(C(F)(F)F)c3)CC2)c2ccccc21	-5	-25	10	-0.1	18	-13[20 µM]	0.19	2	-3
CC(NC(=O)CSCc1ccc(Br)cc1)c1ccccc1 (centres undefined)	.	3	-3	-0.1	3	-24	-1.6	-4	13
CCOc1ccc(C(=O)Nc2cc(C)on2)cc1OCC	-2	-30	1	1.6	8	-9[20 µM]	-1.1	-2	2
Cc1cccc(NC(=O)CSc2nnc(CNC(=O)c3ccc(S(=O)(=O)N(C)C)cc3)n2-c2cccc(C)c2)c1	0	-12	-9	-0.1	2	-2	0.051	-3	-19
Cc1ccccc1NC(=O)Cc1nnc(NC(=O)Nc2ccccc2F)s1	20	12	2	2.5	7	-24	-2.3	0	2
c1ccc(CCNc2nc3ccccc3n3nnnc23)cc1	.	-195	-3	-0.1	4	-22	0.0045	-3	-1
c1ccc2c(c1)[nH]c1nc(SCCN3CCOCC3)nnc12	9	7	4	-0.6	7	-5[20 µM]	-0.12	-3	-3
CC(C)OCCCNc1ncnc2c1cnn2-c1ccccc1	-2	-21	-3	0.9	-1	-17	-1.2	-5	-6
COc1cc(C2C(C(=O)Nc3ccccc3OC)=C(C)Nc3ncnn32)ccc1O (centres undefined)	-8	-3	-8	1.6	1	-31	.	-7	-2
CC1CCN(C(=S)c2ccc([N+](=O)[O-])cc2)CC1	-7	10	-4	0.8	2	-24	-0.34	-13	-6
O=C(CCCNS(=O)(=O)c1cccc2nsnc12)NCCN1CCN(c2ccccc2F)CC1	.	-15	-1	0.9	5	-18	0.003	-3	.
